# GALK inhibitor: galactokinase (human) inhibition | Purified GALK, Kinase-Glo residual ATP luminescence | Potency, µM (top dose mostly 57.5 µM), for the others: at the highest dose activity change, negative = inhibition, hits mostly inhibitors | 270,000 compounds, 0.007% hits | AID 1868; also: potency is read from the fitted curve at half-maximal effect; % is scaled to controls: 0 for no effect and ±100 for the full control effect
# Target sequence (P51570 whole entry, looked up): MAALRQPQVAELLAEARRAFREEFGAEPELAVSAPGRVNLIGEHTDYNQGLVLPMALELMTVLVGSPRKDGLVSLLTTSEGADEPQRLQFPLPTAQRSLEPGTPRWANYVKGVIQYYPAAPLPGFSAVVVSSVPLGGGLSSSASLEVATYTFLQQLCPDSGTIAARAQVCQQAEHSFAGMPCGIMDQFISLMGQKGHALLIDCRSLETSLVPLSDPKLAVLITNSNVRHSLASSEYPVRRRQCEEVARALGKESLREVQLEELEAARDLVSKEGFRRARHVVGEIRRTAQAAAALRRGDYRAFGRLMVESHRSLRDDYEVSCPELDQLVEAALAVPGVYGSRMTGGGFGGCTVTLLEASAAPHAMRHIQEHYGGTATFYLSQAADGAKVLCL
#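 Human GALK (5 nM) with 35 uM ATP and 100 uM galactose in 20 mM HEPES pH 8.0, 5 mM MgCl2, 60 mM NaCl, 1 mM DTT, 0.01% BSA. After 1 h at room temperature, leftover ATP was read by Kinase-Glo Plus luminescence.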
# MLL CXXC-DNA inh: MLL CXXC-DNA interaction inhibition. Q03164. 290,000 compounds, 0.037% hits. MLL-CXXC / FITC-HOXA9 DNA fluorescence polarization. Potency, µM (doses to about 115 µM), for the others: at the highest dose activity change, negative = inhibition, actives largely listed as inhibitors; active = well fitted inhibition curve with a large enough effect in the polarisation, with a control signal flat, not every such curve was filed as active; inconclusive = small, poorly fitted or top-dose-only effect, or effect the other way, or a change in a side signal; inactive = no such curve, though single readings can be large or run the other way; the % refers to the polarisation; also: potency is read from the fitted curve at half-maximal effect
#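 Steps: dispense CXXC domain solution (7 uM) → pin compounds or unlabeled HOX-A9 DNA control → 5 min ambient → add FLSN-HOX-A9 solution (50 nM) → spin → 30 min ambient → fluorescence polarization. Tris pH 7.5/NaCl/DTT/BSA buffer.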
# Tb PFK inh: blocks T. brucei phosphofructokinase; O15648; T. brucei PFK, ADP-Glo luminescence; Potency, µM (highest dose often 57.5 µM), without a hit: at the highest dose activity, negative = inhibition, hits mostly inhibitors; 330,000 compounds, 0.17% hits; AID 485367;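 also: potency is read from the fitted curve at half-maximal effect; 0% = uninhibited 1x PFK enzyme wells and -100% = no-enzyme wells; nearly all actives have a fitted effect of over 60% in size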
# Target sequence (O15648 whole entry, looked up): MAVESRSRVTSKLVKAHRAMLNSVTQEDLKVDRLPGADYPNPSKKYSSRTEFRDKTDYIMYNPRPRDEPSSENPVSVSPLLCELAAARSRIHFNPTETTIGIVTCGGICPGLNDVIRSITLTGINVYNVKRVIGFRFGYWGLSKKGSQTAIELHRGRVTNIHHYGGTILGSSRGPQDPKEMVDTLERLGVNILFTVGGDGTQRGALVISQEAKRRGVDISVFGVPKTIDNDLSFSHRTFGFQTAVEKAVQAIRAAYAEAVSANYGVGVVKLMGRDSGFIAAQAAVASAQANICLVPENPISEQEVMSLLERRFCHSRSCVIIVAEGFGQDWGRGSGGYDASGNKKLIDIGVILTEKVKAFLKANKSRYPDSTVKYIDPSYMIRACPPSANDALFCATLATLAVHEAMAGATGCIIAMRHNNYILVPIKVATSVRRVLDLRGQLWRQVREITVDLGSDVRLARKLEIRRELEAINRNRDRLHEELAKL
#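 ADP-Glo luminescence quantified ADP after 45 min at room temperature, with 1.25 nM T. brucei PFK, 0.1 mM ATP and 0.5 mM fructose-6-phosphate in pH 8.0 TEA buffer. qHTS titrations up to 57 µM; curves classified by quality.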
# AT treatment: candidate therapy for ataxia-telangiectasia | […] A-T fibroblasts, KAP-1 phosphorylation AlphaLISA; neocarzinostatin DNA damage 30 min before lysis | Potency, µM (doses to about 57.5 µM), inactives show at the top dose activation, usual class: activators | 320,000 compounds, 0.19% hits | AID 485349; also: potency is read from the fitted curve at half-maximal effect; % of control where 0% means no effect; nearly all actives have a fitted effect of over 45% in size
#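 hTERT-immortalized A-T patient fibroblasts ([…]), 500 cells/well in OPTI-MEM, 1% FBS, got compounds for 60 min, then NCS for 30 min at 37C. Lysates were then assayed for phospho-KAP-1 by AlphaLISA (anti-pKAP1 donor, anti-KAP1 acceptor beads), 6 hr at 25C.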
# KCNH2 WT inh: KCNH2 (human, wildtype) channel inhibition; U2OS, BacMam KCNH2, thallium flux FluxOr; hits give low values; activity change, % at 1.84 µM; 340,000 compounds, 0.37% hits; AID 720551;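 active = maximum activity change below -70%; inconclusive = maximum activity change between -70% and -50%; inactive = maximum activity change above -50%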; also: % is scaled to controls: 0 for no effect and ±100 for the full control effect
#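 U2OS cells transduced with wild-type KCNH2 virus are loaded with FluxOr dye for 45 min, and thallium flux is measured in kinetic reads before and after stimulation buffer. Rate constants are normalized to DMSO controls.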
# FBPA coupling cs: counter-screen for Giardia aldolase inhibitors: coupling enzyme system. coupling enzyme system counterscreen, AmpLite Red fluorescence. activity change, negative = inhibition, % at 58.2 µM, hits read low. 290,000 compounds, 0.67% hits; in the data active = activity change below about -30%; also: % is scaled to controls: 0 for no effect and ±100 for the full control effect
#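 First, compound is pin-transferred into glyceraldehyde-3-phosphate coupling-enzyme reagent at 57.5 uM final and held 10 min at RT. Next, substrate, coupling system and AmpLite Red are added. After 20 min RT, fluorescence (525/598 nm) is read.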
# Giardia killer: kills Giardia lamblia. Giardia lamblia trophozoite viability. activity change, % at 7.66 µM, hits read low. AID 540267. 340,000 compounds, 0.15% hits; in the data active = activity change below about -80%; inconclusive = between about -30% and that limit;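 also: parasites exposed to compound for two days anaerobically before the ATP read; % is scaled to controls: 0 for no effect and ±100 for the full control effect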
#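 Luminescence from cellular ATP indicates surviving trophozoites (100 cells/well) following 48 hrs anaerobic compound treatment at 37 deg C; signal develops 15-30 min at room temperature.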
# BCR signal inh: blocks chronic active B-cell receptor signaling; ABC-DLBCL IkBa-CBG/CBR reporter, luminescence ratio, 4 h; AID 493014; 340,000 compounds, 0.05% hits; Potency, µM (highest dose often 46.1 µM), without a hit: top-dose ratio change, negative = lower green/red ratio, usual class: inhibitors; active = well fitted inhibition curve with a large enough effect in the signal ratio, with a control signal flat, not every such curve was filed as active; inconclusive = small, poorly fitted or top-dose-only effect, or effect the other way, or a change in a side signal; the % refers to the signal ratio;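 also: potency is read from the fitted curve at half-maximal effect; plate controls were basal doxycycline-induced cells for no effect and cells given 10 µM MG132 for full effect; MG132 reads +100%, hits lower the ratio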
#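 Concentration-response series (up to 46 uM) were applied to TMD8 dual-reporter cells for 4 h at 37C with doxycycline. Green/red ratio, after filter-overlap correction, defined %Activity; red signal alone was normalised to basal cells and zero luminescence.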
# TCR activator: T cell receptor activation | primary human leukocytes, anti-CD3, IL-2 HTRF, 48 h | AID 504894 | Potency, µM (top dose mostly 9.22 µM), for inactives: at the highest dose activation of IL-2 secretion, hits mostly activators | 330,000 tested, under 10 active; also: % of control where 0% means no effect
#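 Using a-CD3 beads without co-stimulation, primary human leukocytes were exposed to compounds for 48 hr. An HTRF IL-2 kit measured the cytokine, with europium-to-d2 energy transfer producing emission at 665nm upon 320nm excitation.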
# TSHR antag: antagonists of human thyroid stimulating hormone receptor | TSHR-expressing cells, TSH-stimulated cAMP HTRF, 2 h; hits give low values | activity change, negative = inhibition, % at 11.5 µM | 330,000 compounds, 0.2% hits | AID 504810;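 active = activity change below a set negative limit, meaning inhibition stronger than a set level, cut at about -70% in these data; inconclusive = activity change between two set negative limits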; also: % is scaled to controls: 0 for no effect and ±100 for the full control effect
#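 TSHR-expressing cells, 200/well, pre-treated with compound, then stimulated with EC80 TSH (4nM final) for 2 hours at 37 deg C. cAMP measured by competitive HTRF: anti-cAMP cryptate antibody in lysis buffer plus cAMP-d2, read after 30 minutes at room temperature.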
# * hit, by the source's call; ? = inconclusive; / = no result given; [ ] = remark or other dose. Unless noted, calls follow the shape of the dose curve; as a rule, active = well fitted curve in the direction sought with a large enough effect; inconclusive = small, poorly fitted or top-dose-only effect, or another doubt; inactive = no such curve, though single readings can be large; an effect the other way counts as inactive or inconclusive. Outcome played no part in choosing rows. About 1.6% of those tested had a hit in this group.
SMILES,GALK inhibitor,MLL CXXC-DNA inh,Tb PFK inh,AT treatment,KCNH2 WT inh,FBPA coupling cs,Giardia killer,BCR signal inh,TCR activator,TSHR antag
c1csc(-c2nnc3ccccn23)c1,-1%,5%,-6%,4%,-32,1,4,3%,2%,26
O=C1NC(c2cccc(Cl)c2)Oc2ccccc21 (stereo not drawn),-2%,-1%,-2%,-4%,-1,3,-21,5%,/,8
COc1ccc(NC(=S)NCC2CCCO2)c(OC)c1 (stereo not drawn),-1%,4%,0%,4%,1,-2,-12,?,-1%,6
CC(C)(C)C(=O)CCN1C(=O)C2(OCCO2)c2ccccc21,-3%,6%,1%,2%,3,3,7,-1%,-1%,7
Cc1ccc(S(=O)(=O)Nc2ccc(Cl)cc2)cc1NC(=O)c1cc2c(s1)CCCC2,-3%,-10%,0%,3%,-28,-2,10,?,-2%[46.1 µM],-29
Cc1nc2ncnn2c(C)c1CCC(=O)N1CC(C)CC(C)C1 (stereo not drawn),1%,-12%,2%,-4%,0,2,2,3%,/,-6
COc1ccccc1OCc1ccc(C(=O)Nc2ccc(Cl)cn2)o1,-3%,5%,-1%,-1%[11.5 µM],-2,3,0,?,0%,-14
CC(C)C[C@H](NC(=O)N1c2ccccc2NC(=O)[C@@H]1C(C)C)C(=O)N1CCC[C@@H]1C(=O)O,/,13%,-3%,19%,-8,1,6,0%,-27%,-2
COc1ccc2c(c1OC)C(=O)N(c1ccc(F)cc1)C2,4%,-1%,-3%,8%,29,0,-29,?,-1%,2
CCn1cc(C(=O)N2CCN(C3CCCCC3)CC2)c2cc(OC)c(OC)cc2c1=O,0%,1%,0%,-4%,1,0,12,?,0%,-6
O=C(NCc1ccccc1F)c1ccc2c(c1)OCO2,3%,12%,2%,/,-21,1,4,?,-6%,3
Cc1no[n+]([O-])c1COc1ccc(/C=C2\NC(=S)NC2=O)cc1,2%,54%[activator],-5%,4%,16,2,-8,8%,-5%,-7
CCN(C(=O)COC(=O)c1ccc(C=O)cc1)c1c(N)n(Cc2ccccc2)c(=O)[nH]c1=O,/,/,-14%,-10%,2,/,10,0%,4%,23
O=C(CSc1nnc(NC(=O)c2ccco2)s1)Nc1ccc(F)cc1F,6%,1%,3%,-2%,-11,/,-17,-6%,-3%,3
N#C/C(=N\Nc1cccc([N+](=O)[O-])c1)C(=O)c1ccc(Br)cc1,-9%,0%,1%,7%,3,12,6,7%,-3%,?
COc1ccc(C2(c3ccc(OC)cc3)NC(=O)N(CC(=O)N(C)c3ccccc3)C2=O)cc1,-2%,3%,0%,-31%,4,/,-20,2%,2%,23
O=C(NCc1nc(-c2ccc(C(F)(F)F)cc2)no1)Nc1cc(Cl)cc(Cl)c1,/,7%,1%,5%,0,-5,1,2%,-1%,-45
Cc1cc(NC(=O)CN2C(=O)CC(c3ccco3)Sc3ccccc32)no1 (stereo not drawn),0%,-5%,-4%,-7%,66,1,2,?,-4%[46.1 µM],-3
O=C(c1cc(COc2ccc(F)cc2Cl)on1)N1CCCCCC1,0%,-2%,-5%,0%,-30,/,14,?,0%,-18
Cc1cccc(C(=O)NC2CCN(CC(=O)NCc3cccs3)CC2)c1,3%,2%,-2%,10%,-1,4,9,?,3%,7
Cc1ncc(S(=O)(=O)c2ccccc2)c(-c2ccc(Cl)cc2Cl)n1,4%,1%,-1%,-7%,1,-1,-2,6%,-2%,-29
Cc1ccc2[nH]c(=O)c(CN(CCCO)S(=O)(=O)c3cccc4nsnc34)cc2c1,5%,11%,2%,2%,-14,0,3,-5%,-3%,2
CC(C)(C)NC(=O)C(c1ccc(F)cc1)N(Cc1ccccc1Cl)C(=O)c1ccn[nH]1 (stereo not drawn),0%,7%,7%,-1%,-8,1,?,?,-2%,14
Oc1cccc2ccc(/C=C/c3ccc(Br)s3)nc12,-3%,18%,3%,15%,2,2,-3,?,8%,-17
O=C(C1=C[C@H](c2ccccc2)C[C@H](OCc2ccc(CO)cc2)O1)N1CCCCCCC1,1%,-1%,-5%,21%,/,0,/,-5%,/,17
O=C(c1ccccc1Cc1ccccc1)N1CCN(S(=O)(=O)c2ccccc2F)CC1,/,/,-2%,-18%,-4,/,-2,1%,8%,6
CCn1ncc(CNC(=O)c2cccc([N+](=O)[O-])c2)c1C,1%,8%,-3%,-4%,/,3,/,3%,11%[46.1 µM],18
CC(C)(C)NC(=O)Cn1c(Cl)nc2ccccc21,3%,-7%,-9%,-6%,-11,3,33[activator],4%,5%,12
CC1(C2CC2)NC(=O)N(CC(=O)N2CCN(c3cccc(C(F)(F)F)c3)CC2)C1=O (stereo not drawn),/,/,-2%,8%,-2,/,-2,4%,-7%[46.1 µM],-5
Cc1ccccc1NC(=O)CC1SC(=Nc2ccc(O)cc2)NC1=O (stereo not drawn),-3%,-4%,10%,3%,0,6,-18,4%,8%,11
N#CCC(=O)Nc1ccc(C(=O)OCC(=O)NCc2ccc3c(c2)OCO3)cc1,/,/,-2%,-6%,14,/,-5,?,-2%,-2
CC(OC(=O)CC1CCCCC1)C(=O)Nc1cccc(C#N)c1 (stereo not drawn),/,/,-1%,2%,-10,/,5,0%,0%,0
C=COC(=O)CSc1nc(-c2cccs2)ccc1C#N,5%,30%[activator],-5%,5%,5,-3,-7,?,/,-11
Cc1ccccc1-n1nc(C(=O)c2cccs2)cc(-c2nc3ccccc3[nH]2)c1=N,1%,6%,1%,-2%,-14,1,29,0%,5%[46.1 µM],1
CC1(C)C=Cc2c(c3c(c4c(=O)c(-c5ccc(O)cc5)coc24)OC(C)(C)CC3)O1,-2%,0%,3%,-1%,-5,-3,4,?,-8%,8
CC(=O)Nc1ccc(NC(=O)[C@@H](NC(=O)c2cccc(C)c2)C(C)C)cc1,4%,-1%,-1%,14%,8,2,21,-1%,3%,5
O=C(O)/C=C/c1ccc([N+](=O)[O-])o1,10%,?,0%,8%,-10,6,-4,4%,3%,0
CON(C)C(=O)CCN(Cc1ccccc1)C(=O)OC(C)(C)C,/,/,3%,5%,-25,/,-11,-2%,0%,-4
Cc1ccc(N/N=C(\C#N)C(=N)N2CCCCCC2)cc1,-1%,?,-1%,-5%,15,-6,9,?,3%,43
CCOC(=O)c1c(-c2ccc(OC)cc2)oc2ccc(OCC(N)=O)cc12,/,3%,-2%,3%,3,1,-12,-3%,-3%,-8
Cc1csc2ncc(C(=O)N3CCCc4ccccc43)c(=O)n12,-1%,6%,-2%,7%,-11,-2,-9,3%,-5%,-3
O=[N+]([O-])/C=C\c1ccc(N2CCCC2)c(F)c1,0%,2%,?,4%,-6,1,-30,?,4%,-8
COc1cc(C(=O)Nc2ccc(NC(C)=O)cc2)ccc1OCc1ccccc1,11%,2%,-6%,5%,-2,2,28,1%,7%,-6
COCC(C)n1c(C)cc(C(=O)CSc2nc3ccccc3c(=O)[nH]2)c1C (stereo not drawn),1%,4%,-4%,-8%,-15,-10,8,?,-1%,-22
Cc1ccc2sc(N(CCCN(C)C)C(=O)c3ccc(S(=O)(=O)N4CCCCCC4)cc3)nc2c1C,/,/,-3%,-2%,8,/,-14,1%,2%,8
Cc1onc(-c2c(Cl)cccc2Cl)c1C(N)=S,3%,5%,4%,4%,-1,-2,-25,2%,0%,-5
Cc1ccc(S(=O)(=O)N[C@H](C(=O)N2CCC(C(=O)N[C@@H](CCC(N)=O)C(=O)O)CC2)C(C)C)cc1,/,3%,-1%,4%,0,2,7,8%,3%,1
Cc1coc2cc3oc(=O)c4c(c3cc12)CCC4,2%,12%,-14%,6%,/,-2,/,6%,/,2
COc1cc(SC)ccc1C(=O)N(C)CC(=O)Nc1cccc2ccccc12,/,/,-6%,-7%,-1,/,-11,-11%,5%,0
Cc1ccc(OC(=O)C2c3ccccc3Oc3ccccc32)cc1C,0%,-5%,1%,/,-131*,2,-15,15%,-4%,5
# (continued)
SMILES,GALK inhibitor,MLL CXXC-DNA inh,Tb PFK inh,AT treatment,KCNH2 WT inh,FBPA coupling cs,Giardia killer,BCR signal inh,TCR activator,TSHR antag
CCc1cccc(NC(=O)C2CCN(S(=O)(=O)c3ccc4c(c3)NC(=O)CO4)CC2)c1,-1%,3%,-8%,-2%,5,/,-17,2%,-15%,-13
O=C(NCc1ccco1)Nc1cccs1,-2%,5%,2%,-4%,-11,0,9,-4%,5%,50
Cc1cccc(C)c1NC(=O)COc1cccc(/C=N/NC(=O)C(=O)NCc2ccccc2)c1,0%,36%[activator],1%,1%,8,3,-21,0%,-12%,5
CCS(=O)(=O)c1ccc2oc(SCC(=O)NCCc3ccc(OC)cc3)nc2c1,-2%,14%,0%,3%,0,2,42[activator],-2%,-5%,-3

# Compound activity (PubChem)
